# Compound activity: PubChem, Sanford-Burnham Center for Chemical Genomics
# CHOP UPR activ: activators of apoptotic arm of unfolded protein response (CHOP) | AID 449763 | 0.34% of 330,000 active | activation, % at 10 µM | CHO-CHOP luciferase reporter, UPR activation, luminescence; percent of tunicamycin response over DMSO baseline;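 active = at 10 µM dose, activation of 40% or more, normalized to positive control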;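 also: 100% = tunicamycin at 10 µg/mL and 0% = DMSO alone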
#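 measured by = luciferase luminescence | assay system = CHO-CHOP cells, stable luciferase reporter of PERK-eIF2a-CHOP signalling | amount = 500 reporter cells seeded per well | timing = 6 h compound exposure at 37 °C after overnight seeding | controls = positive tunicamycin 10 µg/mL, negative DMSO alone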
# tim10-1 inh: inhibits growth of tim10-1 mutant yeast; S. cerevisiae tim10-1 ts strain growth, BacTiter-Glo, 24 h; inhibition, % at 20 µM; 2.2% of 330,000 active;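 active = inhibition of at least 40%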;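 also: mutant grown at 25 °C; 0% = DMSO wells with yeast and 100% = wells holding no yeast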
# TIM10 inh: inhibits growth of TIM10 yeast strain; 1.4% of 330,000 active; inhibition, % at 10 µM; S. cerevisiae TIM10 strain growth, BacTiter-Glo luminescence, 24 h;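 active = inhibition of 40% or more at the single tested concentration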;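 also: wild-type TIM10 isogenic control strain grown at permissive 25 °C; 0% = DMSO yeast wells and 100% = minimal medium wells without yeast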
# Mdm2-MdmX inh: disrupts the human Mdm2-MdmX interaction. O15151+Q00987. SaOS-2 split-luciferase Mdm2/MdmX complementation, luminescence. inhibition, % at 8 µM. 3% of 330,000 active. AID 485346;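 active = inhibition of at least 50% at 8 µM in the primary screen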
# UPR XBP1 act: activators of adaptive arm of unfolded protein response (XBP1); activation, % at 20 µM; CHO-XBP1 luciferase reporter, IRE1-XBP1 UPR activation, luminescence; percent of tunicamycin response, DMSO as zero; AID 463104; 0.33% of 330,000 active;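 active = versus positive control, 20 µM dose yields 30% or more activation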;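 also: 100% = tunicamycin at 10 µg/mL and 0% = DMSO only wells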
#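 Assay system: IRE1-XBP1 luciferase reporter CHO line. Input: 1000 cells/well. Buffer or medium: F12 with 10% serum. Doses: 20 µM, 1% DMSO. Times: overnight seeding at 37 °C, 6 h compound treatment at 37 °C. Technique: Steady-Glo luciferase glow luminescence, 10 min after reagent addition.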
# APJ antag: APJ receptor antagonism | CHO-K1 APJ beta-arrestin complementation, luminescence | inhibition, % at 20 µM | 0.32% of 330,000 active | AID 2521;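 active = inhibition above about 40% at 20 µM, limit read from the data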;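 also: cells challenged with 10 nM apelin-13 agonist together with compound; plate controls were apelin-13 plus DMSO wells for no effect and DMSO wells lacking apelin-13 for full effect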
# Target sequence (P35414 whole entry, looked up): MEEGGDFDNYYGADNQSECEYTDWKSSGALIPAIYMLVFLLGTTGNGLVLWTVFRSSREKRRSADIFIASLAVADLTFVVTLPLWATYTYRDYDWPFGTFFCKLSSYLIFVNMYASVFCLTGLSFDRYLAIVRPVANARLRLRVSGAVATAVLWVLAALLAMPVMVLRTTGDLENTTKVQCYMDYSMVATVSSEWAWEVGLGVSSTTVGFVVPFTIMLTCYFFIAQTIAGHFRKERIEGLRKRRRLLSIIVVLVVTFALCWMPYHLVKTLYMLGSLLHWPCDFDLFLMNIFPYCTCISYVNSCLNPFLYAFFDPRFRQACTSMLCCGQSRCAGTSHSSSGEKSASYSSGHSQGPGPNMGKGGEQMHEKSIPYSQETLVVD
# APJ ag: agonists of human APJ apelin receptor; P35414; CHO-K1 APJ PathHunter beta-arrestin, luminescence; 0% DMSO wells, 100% apelin; activation, % at 20 µM; 0.11% of 330,000 active;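 active = activation more than six SD over the plate average, tested at 20 µM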;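 also: 0% = DMSO alone and 100% = apelin-13 at 10 nM; some results filed as inactive read as strong as hits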
#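 Test system: CHO-K1 APJ beta-arrestin complementation cell line | Compound: Single test compound dose, 20 µM final, 1% DMSO | Incubation: Compound 90 min 25 °C, reagent 1 h | Measured by: beta-gal luminescence | Read-out basis: APJ–arrestin association signal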
# CXCR6 inh: CXCR6 (human) receptor inhibition. inhibition, % at 20 µM. CHO-K1 PathHunter CXCR6 beta-arrestin, luminescence. O00574. 0.36% of 360,000 active. AID 602244; in the data active = inhibition above about 34%, passing the limit was not always enough;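 also: antagonist mode with CXCL16 agonist at 10 nM final; 0% = 10 nM CXCL16 with DMSO and 100% = unstimulated wells without agonist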
# Target sequence (O00574 whole entry, looked up): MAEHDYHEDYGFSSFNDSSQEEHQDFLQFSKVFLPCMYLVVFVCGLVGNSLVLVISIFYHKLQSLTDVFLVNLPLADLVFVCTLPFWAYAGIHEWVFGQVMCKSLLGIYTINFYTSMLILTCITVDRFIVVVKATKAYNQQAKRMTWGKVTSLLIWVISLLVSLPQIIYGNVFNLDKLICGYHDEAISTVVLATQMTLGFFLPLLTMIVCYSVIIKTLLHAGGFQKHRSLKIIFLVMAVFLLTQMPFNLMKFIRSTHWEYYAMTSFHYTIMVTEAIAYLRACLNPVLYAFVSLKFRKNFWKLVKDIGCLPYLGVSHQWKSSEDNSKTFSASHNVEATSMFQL
# tim23-1 inh: tim23-1 yeast growth inhibition | S. cerevisiae tim23-1 growth, BacTiter-Glo luminescence, 24 h | 1.3% of 330,000 active | inhibition, % at 20 µM | AID 463212;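 active = growth inhibition of the mutant yeast at or above 50%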;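 also: temperature-sensitive mutant grown at 25 °C; plate controls were DMSO-treated mutant yeast for no effect and medium wells lacking yeast for full effect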
# Numbers without * were called inactive; . = no result given. The list is partial. The share of hits here may be higher or lower than overall.
1: CC(=O)NS(=O)(=O)c1ccc(NC(=O)CN2C(=O)C3C4C=CC(C4)C3C2=O)cc1 (stereo not given)
2: CCOc1cc(C2C(C#N)=C(N)OC3=C2C(=O)CC(C)(C)C3)cc([N+](=O)[O-])c1O (stereo not given)
3: O=C(O)Cc1cc2c(s1)CCCCC2
4: Oc1ccc(Nc2ncnc3scc(-c4ccccc4)c23)cc1
5: O=C(CN(C(=O)CCC(=O)Nc1nccs1)c1ccccc1F)NCc1ccc2c(c1)OCO2
6: C=CCn1cc(C(=O)NCc2ccco2)c(=O)c2cc(S(=O)(=O)N3CCCCCC3)ccc21
7: O=C(Nc1ccc(SC(F)F)cc1)C1CC(=O)N(Cc2ccccc2)C1 (stereo not given)
8: CCn1cc(C(=O)O)c(=O)c2ccc(C)nc21
Assay by compound	1	2	3	4	5	6	7	8
TIM10 inh	-4	1	8	0	5	-7	7	5
APJ ag	-2	-4	-4	-2	-1	0	3	-4
CHOP UPR activ	-0.9	-1.0	-0.3	0.4	-0.1	1.6	0.8	-2.5
CXCR6 inh	2	17	-3	8	17	13	-8	0
APJ antag	-3	5	3	1	6	4	0	2
UPR XBP1 act	-3	-3	0	5	-2	-2	2	-1
Mdm2-MdmX inh	-15	-11	1	33	15	16	-13	-9
tim10-1 inh	3	20	1	17	-8	28	16	2
tim23-1 inh	6	17	11	9	4	3	12	-5

9: C=CCn1c(SCCC(=O)O)nc2c1c(=O)n(C)c(=O)n2C
10: CCOP(=O)(OCC)c1nc(-c2cccc3ccccc23)oc1N1CCOCC1
11: NS(=O)(=O)c1ccc(CCNC(=O)C2CCN(c3ncnc4c3nc3n4CCCCC3)CC2)cc1
12: Cc1ccc([C@@H]2CC=C(C(=O)O)CN2S(=O)(=O)c2ccc(C)cc2)cc1
13: O=C(CSc1nnnn1C1CCCCC1)NCc1ccco1
14: O=C(CNC(=O)c1cccs1)N/N=C/c1cccc(Br)c1
15: CCOc1ccc(CNC(=O)C2CCN(c3nn4c(=O)cc(C)nc4s3)CC2)cc1
16: CCN(CC)S(=O)(=O)c1ccc(C(=O)Nn2cnnc2)cc1
Assay by compound	9	10	11	12	13	14	15	16
TIM10 inh	-3	22	-8	5	10	18	-3	12
APJ ag	1	-2	-4	-2	-1	7	-5	-4
CHOP UPR activ	-2.1	0.8	0.3	0.3	1.2	1.2	3.0	-2.3
CXCR6 inh	1	3	-4	1	0	-4	0	-11
APJ antag	-5	-18	8	-3	-3	-50	1	22
UPR XBP1 act	-2	3	-4	-1	-2	-4	-2	-3
Mdm2-MdmX inh	-23	6	12	24	1	-24	-4	-24
tim10-1 inh	11	17	5	9	13	22	19	-2
tim23-1 inh	8	28	5	15	12	16	18	19

17: O=C(c1cc(-c2ccccn2)nc2ccc(Cl)cc12)N1CCN(CCc2ccccc2)CC1
18: COc1ccc(/C=N\NC(=O)c2ccccc2F)cc1COc1ccc(F)cc1F
19: CC1=Nc2ccccc2/C1=C\c1nc(-c2ccc(F)cc2)oc1O
20: CC(=O)NNC(=O)CCn1c2c(c3ccccc31)CCCC2
21: COc1ccc(C(=O)C2CCCN(C(=O)c3ccc4cc[nH]c4c3)C2)c(C)c1 (stereo not given)
22: CNC(=O)c1csc(-c2ccccc2)n1
23: COC(=O)C1CC(O)CN1C(=O)c1ccco1 (stereo not given)
24: O=C(Cc1ccccc1)NCC(=O)N1CCCCCC1
Assay by compound	17	18	19	20	21	22	23	24
TIM10 inh	22	10	39	3	-36	15	0	-1
APJ ag	0	12	-3	3	-3	-1	-2	-3
CHOP UPR activ	-1.1	1.2	1.8	1.3	-0.5	0.2	-0.8	0.8
CXCR6 inh	0	-3	18	4	-6	-2	-5	6
APJ antag	-7	16	18	5	-12	-26	10	1
UPR XBP1 act	-2	15	2	-1	0	1	0	1
Mdm2-MdmX inh	30	58*	13	0	-18	-4	14	1
tim10-1 inh	25	18	53*	-4	-12	8	2	6
tim23-1 inh	19	44	24	-10	17	9	-1	8

25: CCOC(=O)COn1c(=O)c(-c2ccc(OC)cc2)[n+]([O-])c2ccccc21
26: CCc1ccc(-c2cc(C)no2)cc1S(=O)(=O)N1CCOc2ccccc21
27: N#C/C(=N\O)c1nc2ccccc2[nH]1
28: CCCCCCOc1ccc(/C=C/C(=O)N2CCOCC2)cc1OC
29: CCN(C(=O)COC(=O)c1cccc(S(=O)(=O)N2CCOCC2)c1)C1CCS(=O)(=O)C1 (stereo not given)
30: O=c1oc(CCCO)cc2ccc(Br)cc12
31: Cc1nonc1NC(=O)CSc1nc(C23CC4CC(CC(C4)C2)C3)nc2ccccc12
32: CCc1ccc(NC2=NCC(=O)N2c2ccc3c(c2)OCCO3)cc1
Assay by compound	25	26	27	28	29	30	31	32
TIM10 inh	9	-13	-14	11	-2	-11	10	-7
APJ ag	1	-1	-1	4	2	-4	-5	-2
CHOP UPR activ	3.5	0.7	0.6	1.0	1.9	1.6	-0.2	-0.6
CXCR6 inh	8	9	12	-4	3	2	-2	-2
APJ antag	-13	0	7	1	3	0	-24	3
UPR XBP1 act	-1	-2	0	-4	-1	3	-1	-1
Mdm2-MdmX inh	2	17	2	16	-20	-2	52*	7
tim10-1 inh	27	29	13	21	-16	-10	17	42*
tim23-1 inh	16	30	-1	22	-4	1	10	19

33: CCOC(=O)c1oc2cc(O)ccc2c(=O)c1-c1ccc(OC)cc1
34: O=C(NCc1ccccc1)c1onc(CSc2ccc(Cl)cc2)c1C(=O)NCC1CC1
35: C/C=C/c1ccc(OCCCCOc2c(OC)cccc2OC)c(OC)c1
36: CC(=O)NC(CC(=O)Nc1ccc(S(=O)(=O)Nc2nccs2)cc1)c1ccccc1 (stereo not given)
37: COc1cccc(NC(=O)c2cnsn2)c1
38: Cc1ccc(Cn2c(Sc3nccc(C)n3)nc3c2c(=O)[nH]c(=O)n3C)cc1
39: Clc1ccc(Cn2nnc(-c3ccc(N4CCOCC4)cc3)n2)cc1
40: COc1ccc(CC2NCCC3=CC(=O)CCC32)cc1O (stereo not given)
Assay by compound	33	34	35	36	37	38	39	40
TIM10 inh	13	7	9	-7	11	4	2	13
APJ ag	-2	-4	-2	9	-5	6	1	0
CHOP UPR activ	-3.8	-0.9	-2.3	-1.2	-0.1	-1.5	-0.1	-1.6
CXCR6 inh	3	-2	-10	1	-8	2	-4	-10
APJ antag	22	17	4	-1	6	0	2	-5
UPR XBP1 act	5	-3	-1	0	4	-1	-2	2
Mdm2-MdmX inh	20	28	9	4	-9	-2	11	-2
tim10-1 inh	19	15	19	10	19	9	8	-5
tim23-1 inh	11	16	8	17	31	14	10	10

41: CSc1ccccc1OCc1cc(C(=O)N2CCC[C@H]2C(N)=O)no1
42: CCN(CC)C(=O)COc1coc(CN2CCN(c3ccccc3F)CC2)cc1=O
43: C=CCn1c(CCC)nc2ccccc21
44: COc1cc(NC(=O)c2ccccc2Cl)c2ncccc2c1
45: COc1cccc2cc(C(=O)N3CCN(C(=O)c4ccccc4)CC3)c(=O)oc12
46: Cc1nc(N2CCN(c3ccccc3)CC2)[nH]c(=O)c1Cc1cccc2ccccc12
47: CCOc1cc(-c2cc(-c3ccccc3)nc(N)c2C#N)ccc1O
48: Cc1ccccc1NC(=O)NCC1CCN(C(=O)OC(C)(C)C)CC1
Assay by compound	41	42	43	44	45	46	47	48
TIM10 inh	-7	-2	-9	11	-9	-9	32	12
APJ ag	-4	5	-1	-2	1	-1	-3	4
CHOP UPR activ	1.3	2.1	1.9	0.2	-0.1	6.5	0.1	1.2
CXCR6 inh	2	-1	-1	4	-4	.	-8	-1
APJ antag	-2	11	24	-10	4	-3	5	2
UPR XBP1 act	1	-4	1	-3	6	17	9	2
Mdm2-MdmX inh	-2	17	0	57*	13	31	76*	-8
tim10-1 inh	20	-11	-6	1	10	24	23	6
tim23-1 inh	10	4	-6	46	1	-29	30	7

# Copied from the entries so far (eight entries):
41: CSc1ccccc1OCc1cc(C(=O)N2CCC[C@H]2C(N)=O)no1
42: CCN(CC)C(=O)COc1coc(CN2CCN(c3ccccc3F)CC2)cc1=O
43: C=CCn1c(CCC)nc2ccccc21
44: COc1cc(NC(=O)c2ccccc2Cl)c2ncccc2c1
45: COc1cccc2cc(C(=O)N3CCN(C(=O)c4ccccc4)CC3)c(=O)oc12
46: Cc1nc(N2CCN(c3ccccc3)CC2)[nH]c(=O)c1Cc1cccc2ccccc12
47: CCOc1cc(-c2cc(-c3ccccc3)nc(N)c2C#N)ccc1O
48: Cc1ccccc1NC(=O)NCC1CCN(C(=O)OC(C)(C)C)CC1
Assay by compound	41	42	43	44	45	46	47	48
TIM10 inh	-7	-2	-9	11	-9	-9	32	12
APJ ag	-4	5	-1	-2	1	-1	-3	4
CHOP UPR activ	1.3	2.1	1.9	0.2	-0.1	6.5	0.1	1.2
CXCR6 inh	2	-1	-1	4	-4	.	-8	-1
APJ antag	-2	11	24	-10	4	-3	5	2
UPR XBP1 act	1	-4	1	-3	6	17	9	2
Mdm2-MdmX inh	-2	17	0	57*	13	31	76*	-8
tim10-1 inh	20	-11	-6	1	10	24	23	6
tim23-1 inh	10	4	-6	46	1	-29	30	7

# Following part.
49: O=C(NCc1cccnc1)c1cccc(S(=O)(=O)N2CCCCC2)c1
50: CCCOc1ccccc1NC(=O)c1ccc(N)cc1
51: O=C(NCCc1c[nH]c2ccccc12)C1CCN(S(=O)(=O)c2ccc(F)cc2)CC1
52: COc1ccc([C@H]2CC(=O)C=C(c3cccc(Cl)c3O)C2)cc1OC
53: Cc1cc(C)c(OCCOCCN2CCNCC2)c(C)c1
54: CCc1ccc(CN(C)C(=O)c2cc(COc3cccc4cnccc34)on2)cc1
55: COc1ccc(-n2ncc(C(=O)N3CCN(c4ccc(F)cc4)CC3)c2C)cc1
56: CCc1ccc(NC(=O)c2ccc3c(c2)C(=O)N(Cc2ccco2)C3=O)cc1
57: Cc1ccc(NC(=O)CSc2nc3c(c(=O)[nH]2)CCC3)c(C)c1
58: COCc1cc(C)nc(NCCc2ccccc2)c1C#N
59: Cc1onc(-c2ccccc2Cl)c1C(=O)NCC(=O)O
Assay by compound	49	50	51	52	53	54	55	56	57	58	59
TIM10 inh	-2	19	12	12	4	17	6	-14	-2	-22	-3
APJ ag	2	-2	-1	-11	1	1	-3	-3	0	-1	4
CHOP UPR activ	-1.3	-0.2	-0.5	0.7	-0.7	7.1	-0.7	1.0	3.4	-0.8	0.1
CXCR6 inh	2	4	-3	-13	8	-9	-9	7	1	-4	-1
APJ antag	9	1	0	-1	12	-12	-6	7	14	9	17
UPR XBP1 act	-2	1	-1	-2	-1	-3	-2	0	-2	-1	-1
Mdm2-MdmX inh	26	2	5	13	0	19	15	11	5	21	-6
tim10-1 inh	-2	26	-7	6	5	44*	28	3	2	5	8
tim23-1 inh	-12	37	8	37	15	40	21	10	-6	-3	5
